# SKN-1 block = C. elegans SKN-1 inhibition; C. elegans VP596 Pgst-4::GFP/RFP ratio, acrylamide-induced, 24 h; inhibition, % at 21.8 µM; 360,000 tested, 0.49% active;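 active means interference check ratio from 0.5 to 1.5 plus GFP to RFP signal ratio inhibition reaching or exceeding a fixed threshold, cut at about 30% in these data, passing the limit was not always enough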; further: some compounds called inactive have numbers as strong as hits
# Scp1 inh = Scp-1 (human) phosphatase inhibition; Q9GZU7; Recombinant Scp1, phosphopeptide, malachite green phosphate absorbance; inhibition, % at 20 µM; 340,000 tested, 0.88% active; AID 493091;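 active means inhibition above about 50% at 20 µM, limit read from the data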;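 further: plate controls were DMSO wells with enzyme for no effect and wells lacking enzyme for full effect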
#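 Times: enzyme reaction 45 min at room temperature, colour 5 min, stabilisation 30 min. Material: SCP-1 catalytic fragment, aa 76-261. Medium: Acidic Tris acetate buffer with magnesium and detergent. Signal: colorimetric free-phosphate detection, absorbance 630 nm. Read-out basis: % inhibition of SCP-1 phosphate liberation. Reagent: Phosphorylated 17-residue peptide substrate.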
# CendR NRP1 mod = NRP-1/CendR interaction modulation; 360,000 tested, 0.85% active; O14786; FAM-RPARPAR peptide binding to NRP-1, fluorescence polarization; inhibition, % at 25 µM;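 active means inhibition or corrected inhibition above about 18%, plus a signal ratio from 0.5 to 1.5, limit read from the data, passing the limit was not always enough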; further: strong numbers were not always called active
# SUMO1 PPI mod = SUMO1-SIM interaction modulation; P63165; SUMO1 binding to a labelled peptide, TR-FRET, 1 h; inhibition, % at 20 µM; 360,000 tested, 0.33% active; AID 602429; in the data active means inhibition above about 37%
# NadD inh = inhibitors of Staphylococcus aureus NadD; purified NadD enzyme, colorimetric absorbance read-out; 360,000 tested, 0.78% active; inhibition, % at 20 µM; AID 602399; in the data active means inhibition above about 26%; further: some compounds past the cut are filed as inactive
# LMPTP inh = LMPTP (human) inhibition; recombinant LMPTP-A, OMFP fluorogenic substrate, fluorescence intensity; inhibition, % at 20 µM; 360,000 tested, 0.22% active; AID 651560;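 active means compounds that cut the enzyme signal by at least half of the control window in the single-dose screen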;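 further: plate controls were DMSO wells with enzyme plus substrate for no effect and substrate without enzyme for full effect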
#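 Assay system: LMPTP-A enzyme. Input: 0.625 nM LMPTP-A final. Probe or stimulus: 400 µM OMFP. Compound dosing: single 20 µM dose. Schedule: 50 min dark incubation at room temperature. Detection: fluorescence intensity of OMFP turnover product. Read-out: percent inhibition versus substrate-only and uninhibited controls. Benchmarks: no-enzyme low control, uninhibited high control.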
# Tb MetRS inh = Trypanosoma brucei MetRS inhibition. inhibition, % at 11.9 µM. purified T. brucei MetRS, ATP depletion, Kinase-Glo luminescence. 360,000 tested, 0.4% active;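 active means inhibition above a per-plate cutoff of the control wells' mean inhibition plus 3 SD, cut at about 5.5% in these data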;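 further: 0% = DMSO wells median and 100% = median of wells with control inhibitor compound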
#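 Test system – parasite MetRS enzyme · Reagent – substrates ATP, L-methionine and bulk Escherichia coli tRNA · Doses – 11.9 µM compound single dose, 0.9% DMSO · Times – 15 min enzyme-compound preincubation, 2 h reaction, 10 min detection, 25 °C · Signal – Kinase-Glo luminescence, ATP depletion format · Controls – DMSO-only wells as low control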
# DNMT1 block = inhibitors of human DNMT1 | P26358 | AID 588458 | 360,000 tested, 0.83% active | DNMT1 molecular beacon, Hinp1I cleavage, fluorescence | inhibition (reported as % activation of signal), % at 10 µM; in the data active means inhibition above about 50%
# Target sequence (P26358 504-1616 limits assumed): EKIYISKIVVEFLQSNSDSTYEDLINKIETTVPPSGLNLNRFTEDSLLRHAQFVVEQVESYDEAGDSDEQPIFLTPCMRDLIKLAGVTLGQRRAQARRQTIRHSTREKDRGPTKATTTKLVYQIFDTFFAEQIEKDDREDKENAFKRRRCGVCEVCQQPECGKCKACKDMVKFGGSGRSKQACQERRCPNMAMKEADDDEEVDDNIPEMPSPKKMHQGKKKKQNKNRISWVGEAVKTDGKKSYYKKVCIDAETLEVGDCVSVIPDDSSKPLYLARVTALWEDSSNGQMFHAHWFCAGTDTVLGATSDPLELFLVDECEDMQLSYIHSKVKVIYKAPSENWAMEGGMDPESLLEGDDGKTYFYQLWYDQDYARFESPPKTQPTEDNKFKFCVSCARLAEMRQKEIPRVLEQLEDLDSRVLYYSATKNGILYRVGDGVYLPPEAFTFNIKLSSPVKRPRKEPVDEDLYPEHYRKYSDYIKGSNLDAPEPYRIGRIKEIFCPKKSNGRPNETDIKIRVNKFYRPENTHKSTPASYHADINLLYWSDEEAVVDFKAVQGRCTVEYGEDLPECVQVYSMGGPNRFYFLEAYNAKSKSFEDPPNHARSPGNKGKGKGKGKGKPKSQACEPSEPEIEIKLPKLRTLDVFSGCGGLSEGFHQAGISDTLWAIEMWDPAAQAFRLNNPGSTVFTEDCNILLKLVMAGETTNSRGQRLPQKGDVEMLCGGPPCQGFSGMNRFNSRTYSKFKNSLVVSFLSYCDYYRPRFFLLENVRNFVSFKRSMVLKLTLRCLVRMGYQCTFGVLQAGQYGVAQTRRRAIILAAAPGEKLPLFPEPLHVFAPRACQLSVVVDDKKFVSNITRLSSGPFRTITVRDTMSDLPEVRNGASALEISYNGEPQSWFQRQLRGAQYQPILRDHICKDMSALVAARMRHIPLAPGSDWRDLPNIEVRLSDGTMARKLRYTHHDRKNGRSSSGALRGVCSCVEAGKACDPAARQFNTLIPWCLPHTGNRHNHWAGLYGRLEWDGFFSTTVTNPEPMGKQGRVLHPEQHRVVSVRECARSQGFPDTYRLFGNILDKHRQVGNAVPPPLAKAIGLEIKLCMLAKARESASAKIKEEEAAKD
# STEP block = STEP (human) phosphatase inhibition; recombinant STEP, OMFP fluorogenic substrate, fluorescence; P54829; 360,000 tested, 0.25% active; AID 588621; inhibition, % at 20 µM;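 active means inhibition at 20 µM, scaled per plate between control wells, above about 37%, limit read from the data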;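 further: 0% = DMSO with enzyme and substrate and 100% = substrate only without enzyme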
#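 System: STEP phosphatase, cell-free reaction; Buffer or medium: Bis-Tris pH 6.0 buffer with DTT, detergent; Incubation: 20 min at room temperature, dark; Measured by: fluorescence, 480/540 nm.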
# Neddyl block = blocks human cullin neddylation. P61081+Q13564. TR-FRET cullin neddylation, biochemical. 360,000 tested, 0.58% active. calls only at 25 µM; in the data active means inhibition above about 36%
# Starred values were filed as active, the others as inactive; i = inactive; · = no result given; & = joins results of further samples.
# Start of the data: the first three records as a preview:
SKN-1 block	Scp1 inh	CendR NRP1 mod	SUMO1 PPI mod	NadD inh	LMPTP inh	Tb MetRS inh	DNMT1 block	STEP block	Neddyl block	Structure
7.9	10.5	19.1	-9.4	6.4	0.1	-0.2	10.6	2.6	i	Cc1ccc2c(c1)C(=O)c1c(C(=O)O)cccc1-2
-16.3	·	-2.1	-2.3	0.8	-1.1	0.2	3.9	-0.3	i	Cn1c(SCC(=O)NC2CCCCC2)nnc1C(F)(F)F
6.0	7.1	2.9	5.6	-1.2	0.4	-0.8	-0.9	-0.5	i	CCCCN(C(=O)c1ccccc1OCc1ccc(F)cc1)c1c(N)n(CC(C)C)c(=O)[nH]c1=O

# Main list, from the first entry:
SKN-1 block	Scp1 inh	CendR NRP1 mod	SUMO1 PPI mod	NadD inh	LMPTP inh	Tb MetRS inh	DNMT1 block	STEP block	Neddyl block	Structure
7.9	10.5	19.1	-9.4	6.4	0.1	-0.2	10.6	2.6	i	Cc1ccc2c(c1)C(=O)c1c(C(=O)O)cccc1-2
-16.3	·	-2.1	-2.3	0.8	-1.1	0.2	3.9	-0.3	i	Cn1c(SCC(=O)NC2CCCCC2)nnc1C(F)(F)F
6.0	7.1	2.9	5.6	-1.2	0.4	-0.8	-0.9	-0.5	i	CCCCN(C(=O)c1ccccc1OCc1ccc(F)cc1)c1c(N)n(CC(C)C)c(=O)[nH]c1=O
15.8	-0.3	13.8	1.2	-8.9	-0.2	-1.2	-6.4	-1.0	i	COc1ccc(OCCOC(=O)Nc2ccccc2)cc1
13.7&18.4	-5.7&-4.5	-53.0&-33.2	-34.3&-30.0	3.3&7.6	0.5&2.2	0.0&-0.4	-1.6&-2.1	1.9&0.1	i	Cc1cc(C)c[n+](-c2nc3ccccc3nc2C(=C=[N-])C#N)c1
-1.0	-7.4	-7.3	-0.3	1.2	-0.9	-0.2	0.5	1.4	i	Cn1nc(C(=O)NNc2c(F)c(F)cc(F)c2F)c2ccccc2c1=O
5.1	-3.9	-1.4	-5.0	-2.7	-0.3	-2.2	0.2	-0.5	i	COc1ccccc1NC(=O)CN(c1ccccc1C)S(C)(=O)=O
1.2	9.8	-17.3	-2.0	6.6	-0.9	-1.3	7.7	-2.7	i	Cc1cccc(NC(=O)c2oc3c(c2C)C(=O)CC(C)(C)C3)n1
-0.7	-12.3	8.3	9.2	-4.3	-1.1	-0.3	-1.6	-0.8	i	CCc1ccc(N(CC)C(=O)c2cn(C)c(=O)c3ccccc23)cc1
1.3	1.2	8.7	-0.1	-2.1	-0.9	-0.8	2.1	-1.0	i	CCN(CC)CCC(O)(c1ccccc1)C1CCCCC1 (stereo unspecified)
23.0	3.7	-3.6	-6.5	13.1	5.4	0.1	-37.3	-7.7	i	COCCN=c1scc(-c2cc(OC)ccc2OC)n1/N=C/c1c[nH]c2ccccc12
11.9	·	10.7	-7.4	2.8	-0.7	-0.7	-4.6	3.4	i	Cc1cc(F)ccc1C(O)c1ncc(-c2cccc3ccccc23)[nH]1 (stereo unspecified)
2.8	-4.7	-6.3	-16.3	-7.7	-1.9	-0.8	2.5	-5.1	i	O=C(CSc1nc2ccccc2c(=O)n1CCC(=O)N1CCN(c2ccccc2)CC1)NCC1CCCO1 (stereo unspecified)
2.2	-1.7	-3.9	3.4	4.9	-1.3	0.5	2.9	-1.9	·	Cc1ccn2c(c1)nc(=O)c1cc(S(=O)(=O)N3CCC(C)CC3)ccc12
3.7	1.0	0.7	6.1	-10.1	-0.2	-0.4	-5.2	1.5	i	CCN(CC(=O)Nc1ccc2c(c1)OCCO2)C(=O)CCc1ccc(OC)cc1
7.1	·	1.9	0.3	-4.8	-1.6	0.4	6.0	-1.7	i	CC(C)(C)OC(=O)NCCc1onc(-c2ccccc2F)c1C(=O)O
-16.4	2.0	5.2	-9.7	7.8	-0.3	-0.8	0.2	1.8	i	CCOC(=O)c1ccc(N=CC2=C(O)CC(C)(C)CC2=O)cc1
7.3	-8.1	2.6	-0.5	-5.2	-1.1	-0.1	-1.6	-1.1	i	CCN(C(=O)COC(=O)Cc1cccc2ccccc12)C1CCS(=O)(=O)C1 (stereo unspecified)
2.6	-6.1	-2.1	-5.3	-1.5	0.4	-0.2	-0.5	-0.3	i	Cc1cc(C)n(CC(=O)N/N=C/c2ccc(C)o2)n1
-26.9	-6.1	5.7	2.3	-1.4	0.3	-1.5	5.6	0.1	i	COc1ccc(C(=O)NC2(C(F)(F)F)C(=O)N(Cc3ccco3)C3=C2C(=O)CC(C)(C)C3)cc1OC (stereo unspecified)
13.1	0.6	-0.7	5.7	-0.3	14.7	12.5*	0.7	-3.9	i	Nc1ncnc2nc(SCc3ccc(Cl)cc3Cl)[nH]c12
-9.0	-0.1	-10.0	-0.5	3.0	0.5	-1.5	-2.4	1.0	·	Cc1ccc(-n2c(C)cn(C(=O)c3ccccc3)c2=S)cc1
9.7	15.3	2.1	-1.7	-0.9	0.6	-1.0	-6.9	-0.8	i	Cc1ccc(-n2c(Cc3cccn3C)nnc2SCC(=O)NCc2ccco2)cc1
1.8	-10.7	-6.0	-20.8	-6.8	-3.2	0.4	0.1	-2.6	i	Cc1cc(NC(=O)c2ccc3c(c2)C(=O)N(CC(C)C)C3=O)no1
8.5	-4.8	9.7	-16.8	-4.3	1.3	-0.3	-6.0	-1.5	·	COCCCn1c(C(=O)NCCN2CCOCC2)cc2c(=O)n3cccc(C)c3nc21
-6.6	-5.1	8.1	-1.0	-5.7	-1.5	-0.1	10.1	2.8	i	O=C(NCc1ccccn1)c1cc(-c2ccccc2)nc2ccccc12
6.9	3.2	-19.1	-2.8	-1.0	-0.8	-1.1	3.5	-4.6	i	Cc1nn(-c2ccccc2)c2c1/C(=N/O)CC(C)(C)C2
-14.2	-2.5	-6.4	0.5	0.5	-1.6	0.7	-0.9	-3.0	i	O=C(Cn1nc(C(F)(F)F)c2c1CCCC2)NCc1ccco1
0.7	8.2	1.0	-4.3	14.4	15.0	-0.6	-1.0	-0.8	i	O=C(Nc1ccc(-c2nc3ccccc3s2)cc1)c1cc(-n2cnnc2)ccc1Cl
-4.4	3.6	-35.7	-6.1	4.6	2.8	0.9	-5.7	0.3	i	CC(=O)c1ccc(NC(=O)CN2CCN(S(=O)(=O)c3ccc4ccccc4c3)CC2)cc1
-1.2	-2.7	-15.7	0.3	7.6	-1.2	-1.1	6.2	-4.6	i	Cc1cccc(NC(=O)c2sc3nc(N)c(C#N)cc3c2N)c1
-7.9	-9.8	-7.8	-4.9	-13.0	0.3	-0.3	-1.0	-0.1	i	O=C(COC(=O)/C=C/c1cccc(Cl)c1)NCc1cccs1
19.5	-11.7	-3.4	-0.4	-1.4	1.0	-0.6	1.9	1.7	i	COc1ccc(C(=O)N2CCN(c3ccc(C)cc3)CC2)cc1OC
-3.5	-7.2	3.2	3.0	4.8	-0.2	-0.1	3.2	1.3	i	COc1ccc(-n2c(=S)[nH]c3cc(C(=O)NCCCN4CCCC4=O)ccc3c2=O)cc1
11.8	3.4	-0.2	9.0	-1.9	-1.0	-0.3	6.5	-4.5	i	Cc1ccc(CCNC(=O)CC2Oc3ccc(C)cc3NC2=O)cc1 (stereo unspecified)
-21.6	-5.5	-5.1	0.1	1.5	-1.0	-0.3	3.5	4.8	i	COc1ccccc1N1CCN(C(=O)C2CCN(S(=O)(=O)c3ccccc3F)CC2)CC1
4.6	-0.4	8.0	1.2	-3.7	-1.0	-0.1	8.8	0.5	i	COC(=O)C1(C(=O)OC)Sc2ccccc2C1=O
-6.4	-9.1	-2.7	5.2	2.6	-0.3	-0.1	-5.5	-1.2	i	CC(C)CC(NS(=O)(=O)c1ccc2c(c1)oc(=O)n2C)C(=O)N1CC=C(c2ccccc2)CC1 (stereo unspecified)
1.9	-5.7	-3.3	1.4	-4.7	-1.9	-0.3	2.4	1.3	i	CSCCC(NC(=O)c1ccccc1Cl)C(=O)NNC(=O)c1ccncc1 (stereo unspecified)
0.2	4.3	-3.6	5.1	-1.3	1.1	-2.5	3.1	-0.8	i	COc1ccc(Br)cc1CN(C)CC(=O)Nc1c(Cl)ccc(C)c1Cl
14.9	·	-12.4	-13.0	-5.2	-0.8	-0.2	-0.6	0.8	i	Cc1c(-c2ccc(OCCN3CCCCC3)cc2)c(=O)oc2ccc3ccccc3c12
-0.1	·	13.1	3.5	-4.3	-1.1	-0.3	·	·	i	C[C@H]1COc2cc(N3CCC[C@@H]3CO)ccc2S(=O)(=O)N1
-28.4	7.1	5.5	0.1	-4.3	-0.1	-0.6	-9.9	-4.2	i	COc1ccc(OCCCC(=O)Nc2ccc3c(c2)OCO3)cc1
7.9	-17.8	6.7	7.1	-6.1	3.3	-0.4	0.1	4.7	i	CCOc1ccc(N(CC(=O)NCc2ccccc2)S(=O)(=O)c2ccc(C)cc2)cc1
-1.8	1.8	2.3	1.3	0.2	-0.5	-0.5	0.1	-1.9	i	Cc1cc(CNC(=O)C2CCC(=O)N(CCc3cccc(F)c3)C2)on1 (stereo unspecified)
-7.1	-1.4	-5.4	-1.6	-1.4	0.5	-0.5	1.3	-1.7	i	Cc1cc(NC(=O)/C=C/c2cccc(F)c2)n(-c2nc3ccccc3[nH]2)n1
-0.8	-12.4	7.1	-5.9	-5.9	2.5	-0.2	-3.8	-2.9	i	Cc1cccc(S(=O)(=O)Nc2cc(Cl)ccc2N2CCOCC2)c1
3.6	-3.5	-0.2	-1.1	0.6	0.4	-0.5	-0.6	-2.3	i	CN(CC(=O)Nc1ccc(F)cc1)C(=O)C1CCN(S(=O)(=O)c2ccc3c(c2)OCCO3)CC1
-21.2	-15.4	-3.1	1.2	-8.0	0.7	-0.2	0.2	-2.3	i	COc1ccc(Cl)cc1NC(=O)Cn1c(=O)oc2ccccc21
-3.4	1.2	-32.8	-4.1	9.2	3.3	-0.5	-16.6	-3.7	i	CN=c1scc(-c2cc(OC)ccc2OC)n1/N=C/c1c(C)[nH]c2ccccc12
4.4	·	41.3*	-1.6	0.6	0.0	-0.2	1.2	-2.5	i	Cc1noc(C)c1C(=O)N1CCC1(C)C(=O)NS(=O)(=O)c1cccc(Cl)c1 (stereo unspecified)
-9.4	-0.9	-2.4	4.1	-5.7	-0.2	-1.1	0.7	-0.6	·	CCn1nc(NC(=O)COC)c2cc3cccc(C)c3nc21
2.7	-11.2	-2.3	1.8	-10.2	-1.4	-0.3	0.5	-1.8	i	COc1ccc(N2CCN(S(=O)(=O)c3ccc(Cl)s3)CC2)cc1
11.3	-3.0	2.9	2.9	-0.1	-1.5	0.3	1.7	-0.8	i	CCn1c(SCC(=O)N2CCCCC2)nc2c1c(=O)n(C)c(=O)n2C
16.9	-3.5	-1.3	-5.0	-2.3	1.4	-0.2	5.1	-0.2	i	CC(C)(C)c1ccc(-c2ccc3c(c2)S(=O)(=O)c2ccccc2C3=O)cc1
